HP1b binding inh – blocks HP1-beta chromodomain binding to methylated histone tails; P83916; AlphaScreen HP1-beta / biotin-H3K9me3 peptide binding; Potency, µM (doses to about 114 µM), for inactives: at the top dose activity change, negative = inhibition, most hits filed as inhibitors; actives 0.56% (n = 390,000); also: potency is read from the fitted curve at half-maximal effect; nearly all actives have a fitted effect of over 70% in size; inactives centre near 23
Target sequence (P83916 whole entry, looked up): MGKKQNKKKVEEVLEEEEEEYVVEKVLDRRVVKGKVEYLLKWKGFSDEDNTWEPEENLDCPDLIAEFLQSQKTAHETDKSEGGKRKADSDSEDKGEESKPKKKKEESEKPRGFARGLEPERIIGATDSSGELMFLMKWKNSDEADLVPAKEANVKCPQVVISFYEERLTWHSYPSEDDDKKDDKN
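Compound inhibition of the preformed complex between 50 nM HP1-beta and 50 nM biotinylated H3K9me3 peptide was read by AlphaScreen. Buffer was PBS pH 7.4 with 0.01% Tween-20. Incubations ran 30 min at room temperature, with 10 ug/mL donor/acceptor beads.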
G9a block – G9a (human) methyltransferase inhibition | Q96KQ7 | G9a H3K9 monomethylation, AlphaScreen, 2 h | actives 8.8% (n = 350,000) | Potency, µM (top dose mostly 102 µM), inactives show top-dose activity, negative = inhibition, most hits filed as inhibitors | AID 504332; also: potency is read from the fitted curve at half-maximal effect; % is scaled to controls: 0 for no effect and ±100 for the full control effect; nearly all actives have a fitted effect of over 75% in size
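Methyltransferase reactions run at room temperature for 2 h (20 nM enzyme, 500 nM biotin-H3K9 peptide, 20 uM SAM) after a 15 min compound preincubation; product detected by AlphaScreen beads and anti-H3K9me1 antibody.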
JMJD2A Tudor – inhibitors of human JMJD2A Tudor domain. O75164. AlphaScreen JMJD2A-Tudor / H3K4me3 peptide binding. Potency, µM (highest dose often 114 µM), for the others: top-dose activity change, negative = inhibition, usual class: inhibitors. actives 4.4% (n = 390,000); also: potency is read from the fitted curve at half-maximal effect; % is scaled to controls: 0 for no effect and ±100 for the full control effect; nearly all actives have a fitted effect of over 50% in size
PI4K2A block – inhibitors of human PI4K2A; actives 0.13% (n = 420,000); activity change, negative = inhibition, % at 76.9 µM; purified PI4K2A, ADP-Glo luminescence, 1 h; hits give low values; in the data active = activity change below about -50%; inconclusive = mostly about -30% to -49%;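 also: -100% = wells without enzyme as full effect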
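In this quantitative HTS, ADP production by PI4K2A was quantified luminescently after 1 h at ambient temperature; 100 microM adenosine served as plate-quality control.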
BAZ2B inh – inhibitors of human BAZ2B bromodomain | AID 504333 | AlphaScreen BAZ2B-H3K14Ac peptide displacement | Potency, µM (series often up to 114 µM), for the others: top-dose activity change, negative = inhibition, usual class: inhibitors | Q9UIF8 | actives 4.4% (n = 360,000); also: potency is read from the fitted curve at half-maximal effect; % is scaled to controls: 0 for no effect and ±100 for the full control effect; nearly all actives have a fitted effect of over 60% in size
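AlphaScreen luminescence quantifies BAZ2B engagement of H3K14Ac peptide; the protein and biotinylated peptide are both at 50 nM final, buffer PBS pH 7.4 with 0.01% Tween-20, all steps at room temperature.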
Tb PGK inh – inhibitors of T. brucei phosphoglycerate kinase. actives 0.043% (n = 380,000). PGK/GAPDH coupled, Kinase-Glo luminescence, 60 min. Potency, µM (series often up to 57.5 µM), inactives show at the highest dose activity change, negative = inhibition, usual class: inhibitors. AID 602233. P07378; also: potency is read from the fitted curve at half-maximal effect; % is scaled to controls: 0 for no effect and ±100 for the full control effect; nearly all actives have a fitted effect of over 60% in size
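Luminescent ATP detection (Kinase-Glo Plus) follows a 60-minute room-temperature incubation, with wells lacking PGK as controls. Buffer: 100 mM TEA (pH 7.6), 5 mM MgCl2, 0.01% Tween-20. Coupling enzyme GAPDH (100 nM final) supplies unstable 1,3-BPG in-well.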
Pol eta inh – inhibitors of human DNA polymerase eta; Q9Y253; recombinant Pol eta, fluorescent DNA replication assay; Potency, µM (highest dose often 114 µM), for inactives: at the top dose activity change, negative = inhibition, most hits filed as inhibitors; actives 1.2% (n = 390,000); also: potency is read from the fitted curve at half-maximal effect; % is scaled to controls: 0 for no effect and ±100 for the full control effect
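Fluorescent replication assay: 50 nM final substrate added after a 15 min room-temperature compound preincubation with 10 nM enzyme. Signal taken at 0 min and again at 10 min.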
GLS inh – glutaminase GLS (human) inhibition. O94925. GLS enzymatic activity, qHTS titration. Potency, µM (highest dose often 45.5 µM), for inactives: at the top dose activity change, negative = inhibition, hits mostly inhibitors. actives 0.21% (n = 410,000); also: potency is read from the fitted curve at half-maximal effect; % is scaled to controls: 0 for no effect and ±100 for the full control effect
Target sequence (O94925 whole entry, looked up): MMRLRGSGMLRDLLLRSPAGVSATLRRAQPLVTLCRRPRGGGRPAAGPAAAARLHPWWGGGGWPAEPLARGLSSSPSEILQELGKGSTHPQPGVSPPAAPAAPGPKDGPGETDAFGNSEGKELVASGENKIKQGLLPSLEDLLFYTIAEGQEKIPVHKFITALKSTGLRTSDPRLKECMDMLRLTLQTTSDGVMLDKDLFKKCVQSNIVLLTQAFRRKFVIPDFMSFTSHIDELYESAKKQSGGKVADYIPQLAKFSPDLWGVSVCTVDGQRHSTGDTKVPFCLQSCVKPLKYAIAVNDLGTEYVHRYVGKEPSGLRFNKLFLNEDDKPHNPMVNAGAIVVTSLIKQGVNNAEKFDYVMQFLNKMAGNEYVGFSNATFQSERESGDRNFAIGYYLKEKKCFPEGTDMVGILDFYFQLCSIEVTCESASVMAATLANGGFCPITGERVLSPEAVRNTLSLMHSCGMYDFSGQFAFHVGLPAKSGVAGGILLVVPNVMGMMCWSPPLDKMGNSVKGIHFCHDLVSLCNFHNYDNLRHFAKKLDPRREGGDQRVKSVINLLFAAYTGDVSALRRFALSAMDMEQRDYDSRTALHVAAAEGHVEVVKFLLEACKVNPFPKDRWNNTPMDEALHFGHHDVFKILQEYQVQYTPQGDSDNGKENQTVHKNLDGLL
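Enzyme dispensed in phosphate buffer (45 mM, pH 8.2, 0.02% Tween-20), compounds pinned in, then 1 mM L-glutamine solution and the glutamate oxidase–HRP–Amplex Red mix added; fluorescence read immediately and again after 30 min at room temperature.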
Pin1 inh – blocks the human prolyl isomerase Pin1; AID 504891; Potency, µM (doses to about 115 µM), for the others: at the highest dose activity, negative = inhibition, most hits filed as inhibitors; Q13526; actives 0.009% (n = 390,000); Pin1 FP peptide displacement, HiFluor488, 10 min; active = well fitted inhibition curve with a large enough effect in the polarisation, with a control signal flat, not every such curve was filed as active; inconclusive = small, poorly fitted or top-dose-only effect, or effect the other way, or a change in a side signal; inactive = no such curve, though single readings can be large or run the other way; the % refers to the polarisation; also: potency is read from the fitted curve at half-maximal effect; % is scaled to controls: 0 for no effect and ±100 for the full control effect
Target sequence (Q13526 whole entry, looked up): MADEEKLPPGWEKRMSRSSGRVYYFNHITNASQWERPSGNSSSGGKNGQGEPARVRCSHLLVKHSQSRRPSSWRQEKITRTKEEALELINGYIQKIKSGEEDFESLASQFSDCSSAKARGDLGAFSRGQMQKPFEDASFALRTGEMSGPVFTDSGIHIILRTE
* marks the source's active call; other numbers are inactive results; i = inactive; ? = inconclusive; nt = no result given; [ ] = another dose, or the depositor's remark. Unless noted, calls follow the shape of the dose curve; as a rule, active = well fitted curve in the direction sought with a large enough effect; inconclusive = small, poorly fitted or top-dose-only effect, or another doubt; inactive = no such curve, though single readings can be large; an effect the other way counts as inactive or inconclusive.

HP1b binding inh	G9a block	JMJD2A Tudor	PI4K2A block	BAZ2B inh	Tb PGK inh	Pol eta inh	GLS inh	Pin1 inh	molecule
-43.1%	3.55µM*	?	2.6	?	4.8%	-18.0%	-11.4%	6.3%	Cc1ccccc1OCc1nc2ccc(S(=O)(=O)N3CCOCC3)cc2[nH]1
5.5%	21.7%	-4.6%	-3.0	-3.6%	-9.4%	-24.4%	-0.9%	-5.9%	COc1ccc(S(=O)(=O)N2CCC(C(=O)NCCC(=O)NCc3ccncc3)CC2)cc1
12.7%	-5.2%[59 µM]	-7.6%	-6.8	5.9%	-6.4%	-12.4%	4.7%	1.4%	O=C(CSc1nccc(=O)[nH]1)Nc1ccc(F)c(Cl)c1
27.7%	32.1%[59 µM]	-20.8%	-9.8	-24.1%	1.9%	-9.2%	11.6%	12.3%	COC(=O)Nc1nnc(/C=C/c2ccc(OC)cc2)s1
23.6%	0.9%	-29.6%	-2.1	5.1%	-6.7%	-23.3%	7.6%	10.2%	COc1cc(OC)c(C2N(c3ccc(Cl)cc3)C(=O)C3CCCN32)cc1OC (stereo not given)
29.1%	-4.8%[59 µM]	-2.7%	-0.3	17.4%	i	-8.8%	1.0%	-4.0%	COc1ccc(CC(=O)NCc2ccccc2Cl)cc1S(=O)(=O)N1CCOCC1
9.1%	16.9%[59 µM]	-14.0%	-1.1	-0.9%	-8.7%	-17.8%	-0.9%	7.0%	COc1ccc(NC(=O)Cc2nnc(SCC(=O)c3ccc(F)cc3)n2C)cc1
17.6%	-4.8%[12.7 µM]	-7.1%	3.4	-5.1%	-2.2%	-3.8%	-2.0%	-2.5%	COc1cc2oc3ccccc3c2cc1N(CC(=O)N(C)C)S(=O)(=O)c1ccc(C)cc1
43.6%[activator]	-3.7%[59 µM]	-2.0%	-2.1	-18.7%	-2.8%	-6.0%	11.6%	6.2%	CN(C)c1ccc(CNC(=O)C(Cc2ccccc2)NS(=O)(=O)c2ccc3c(c2)oc(=O)n3C)cc1 (stereo not given)
30.0%	1.1%	0.0%	0.0	3.0%	-6.1%	-16.3%	-0.1%	6.1%	CC(C)N1CCN(Cc2cccc(-n3cccn3)c2)CC1CCO (stereo not given)
33.3%	16.4%[12.7 µM]	-17.6%	-3.3	4.6%	-0.9%	-5.5%	-3.8%	-0.2%	c1cc(CCCc2ccncc2)ccn1
11.2%	8.8%[0.501 µM]	79.4µM*	4.0	?	-8.2%	9.6%	6.1%	-19.4%	Cc1cccc(/C=N\NC(=O)c2csnn2)c1
17.3%	15.1%	-14.6%	-0.4	-5.4%	1.1%	-15.7%	-0.6%	-1.0%	CCCCCOC(=O)c1cc(=O)[nH]c2ccccc12
?	14.1µM*	?	-1.8	50.1µM*	5.2%	-6.0%	2.0%	-14.9%	CCCS(=O)(=O)N1CCN(Cc2ccco2)CC1
-6.0%	1.78µM*	-17.6%	0.5	-5.7%	-10.1%	-12.2%	-7.1%	8.4%	CCCCn1c(=S)[nH]c2cc(S(=O)(=O)N3CCCCC3)ccc21
-7.9%	-1.2%[59 µM]	2.8%	-4.5	-3.5%	-0.6%	-18.4%	-8.8%	-8.2%	CCOC(=O)N1CCN(C(=O)c2c(-c3c(Cl)cccc3Cl)noc2C)CC1
28.0%	-39.5%[59 µM]	-19.8%	-0.3	-5.2%	3.5%	-12.5%	-1.1%	-2.5%	CCn1cc(C(=O)N(C)c2ccc(C(C)C)cc2)c2cc(OC)c(OC)cc2c1=O
-10.7%	-1.4%[12.7 µM]	?	-5.6	0.6%	10.2%	-5.3%	4.7%	-5.3%	Cc1nnc(SCc2ccccc2C#N)n1-c1ccccc1
26.3%	29.4%	-5.5%	2.8	3.4%	-5.4%	-13.4%	-11.7%	-6.5%	O=C(CSc1ncccn1)NCc1ccc2c(c1)OCO2
44.2%[activator]	23.6%	10.7%	6.7	-31.4%	-9.0%	-10.2%	-8.8%	1.1%	Cc1c(NS(=O)(=O)c2ccc(N=NN(C)C)cc2)c(=O)n(-c2ccccc2)n1C
19.5%	nt	-10.3%	-2.6	nt	3.1%	-4.5%	6.9%	-1.8%	COc1ccc(-c2noc(CCC(=O)N3CCN(c4ccc(C(F)(F)F)cc4)CC3)n2)cc1
9.7%	?	-31.9%	5.2	-6.1%	-1.0%	-11.1%	3.7%	8.5%	Cc1cccc(CC(Cc2nc3ccccc3[nH]2)c2nc3ccccc3[nH]2)c1 (stereo not given)
29.1%	25.2%	-7.2%	4.7	9.0%	1.2%	-10.9%	2.6%	-5.0%	CC(=O)Nc1cccc2c1OCCO2
23.4%	nt	-6.0%	-0.5	3.7%	6.9%	2.1%	3.9%	4.2%	C[C@H](C(=O)NCc1ccccc1)C(=O)c1ccccc1
19.0%	13.3%	-5.7%	4.9	8.5%	-2.1%	-3.1%	-1.1%	-8.2%	COc1ccc(C(=O)NCCc2nnc(SCC(=O)Nc3ccc(Br)cc3)n2C)cc1
3.5%	50.1µM*	-22.2%	-2.8	-20.9%	7.4%	-8.0%	2.8%	70.8%[activator]	Cc1ccc(Cn2cc(/C=N/Nc3ccc([N+](=O)[O-])cn3)c3ccccc32)cc1
24.2%	5.7%[59 µM]	3.6%	-3.7	0.0%	-1.6%	-10.8%	3.2%	2.8%	COc1ccc(C(=O)NCC(=O)NCC(=O)OCC(=O)C(C)(C)C)cc1
37.0%	18.5%	-2.1%	-1.1	nt	7.7%	-4.1%	5.2%	3.6%	COc1ccc(S(=O)(=O)N2CC(O)C[C@H]2C(=O)OCC(=O)N2CCCCCC2)cc1 (stereo not given in full)
160.6%[activator]	42.6%[activator]	-12.0%	-1.5	-23.2%	2.6%	6.7%	0.0%	-3.5%	Cc1cccc(C(=O)NCc2nnc(SCC(=O)Nc3nncs3)n2C)c1
25.1%	9.1%[2.33 µM]	5.5%[11.4 µM]	-3.5	2.1%	-7.6%	-11.0%	-17.1%	0.6%	O=C(COC(=O)c1n[nH]c(=O)c2ccccc12)c1ccccc1
0.1%	11.6%[12.7 µM]	-9.5%	4.7	-29.5%	-5.2%	-3.5%	-1.2%	-1.7%	CCCCCC(=O)Nc1ccc2oc(-c3cncc(Br)c3)nc2c1
27.6%	-12.4%[2.33 µM]	-25.9%	-1.2	-9.9%	1.9%	-13.2%	7.4%	11.0%	CCOC(=O)C1=C(c2ccccc2)NC(SCC(=O)Nc2cccc(C)c2)=C(C#N)C1c1ccco1 (stereo not given)
12.8%	0.5%	-6.5%	-1.8	-9.6%	-7.0%	-0.9%	0.0%	-1.2%	CCCCNC(=O)NC12CC3CC(CC(C3)C1)C2
33.9%[activator]	nt	11.2µM*	-9.7	nt	-4.8%	-17.6%	2.6%	-3.4%	c1ccc(-c2cnnc(-c3ccccn3)n2)cc1
nt	nt	nt	-4.8	nt	-8.9%	-9.5%	-2.2%	nt	C[C@H](CO)N1C[C@H](C)[C@@H](CN(C)S(=O)(=O)c2ccc(Cl)cc2)OCc2cnnn2CCCC1=O
25.4%	-1.5%	-6.4%	0.7	-4.1%	0.9%	-1.0%	-8.6%	2.9%	CCOC(=O)c1cccc(NC(=O)CCNS(=O)(=O)c2ccc3c(c2)CCN3C(=O)CC)c1
?	28.2µM*	6.31µM*	1.1	35.5µM*	-3.0%	-6.4%	-12.8%	0.5%	CC(=O)Nc1ccc(S(=O)(=O)N2CCN(CC3CC4C=CC3C4)CC2)cc1 (stereo not given)
-14.3%	14.1%	-15.0%	-4.6	-16.1%	-2.6%	-6.1%	7.1%	-5.6%	Cc1ccc(S(=O)(=O)NC(=O)NC(C)c2ccc(F)cc2)cc1 (stereo not given)
16.1%	20.0%[59 µM]	-3.4%	0.7	8.4%	-1.9%	-12.7%	5.7%	17.1%	CCOC(=O)/C(C#N)=C/c1ccc(OCC(=O)Nc2ccccc2)c(OC)c1
18.7%	-3.5%[59 µM]	16.6%	-2.3	0.9%	0.6%	5.8%	2.7%	7.2%	Cc1nc2cccnc2n1-c1cccc(C(=O)NCCN(C)C)c1
25.6%	2.6%[59 µM]	-12.8%	-3.2	0.2%	i	-8.9%	7.4%	-0.5%	COC(=O)c1ccc(Nc2ncnc3c2cnn3-c2ccccc2)cc1
30.8%	-2.0%	-15.1%	-0.8	4.4%	nt	0.0%	-0.9%	-2.5%	Cc1c(Br)c([N+](=O)[O-])nn1CC(=O)NCc1cccnc1
16.3%	-11.1%	-2.1%	1.6	-6.2%	-0.7%	-2.6%	-12.9%	-5.3%	CCCn1c(SCC(=O)N2CCN(CC)CC2)nc2c1c(=O)n(C)c(=O)n2C
25.8%	9.2%	-1.5%	-4.0	-6.2%	-3.9%	-0.9%	1.1%	-1.5%	CC(=O)Nc1nnc(SCC(=O)Nc2ccc3c(c2)OCCO3)s1
32.8%	nt	-18.4%	1.7	nt	-5.0%	-17.6%	5.7%	2.0%	Cc1noc(C)c1NC(=O)N(C)C[C@H]1Oc2ccc(NC(=O)C3CCCCC3)cc2C(=O)N([C@H](C)CO)C[C@@H]1C

Compound activity as filed in PubChem.

An excerpt; rates above refer to the full screens.
